KLF5 inh – KLF5 expression inhibitors, primary screen, DLD-1 cells, luminescence | DLD-1 KLF5 promoter-luciferase reporter | 290,000 tested, 0.23% active | inhibition, % at 5 µM;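 active means inhibition above a per-plate limit of that plate's mean compound inhibition plus 3 SD, cut at about 60% in these data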;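 further: 0% = DMSO wells and 100% = LY294002 at 200 µM; higher means less KLF5 promoter-driven luciferase light; inactives centre near -14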
Platelet DG rel – inhibitors of platelet dense granule secretion, primary screen, cell-based, MLPCN, human platelets. human platelet-rich plasma, SFLLRN dense granule ATP release, luminescence. inhibition, %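 (compounds screened at 7.5 µM in platelet-rich plasma)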. AID 1663, 2009. 300,000 tested, 0.22% active;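 active means mean replicate score, as percent of positive control, at or above 50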
AI-2 QS mod – Vibrio harveyi AI-2 quorum sensing modulators, primary screen, JMH597 strain, luminescence/OD600 ratio; activity change, % at 7.5 µM; 300,000 tested, 0.4% active; Vibrio harveyi JMH597 AI-2 luminescence/OD600 ratio, 9 h; stronger effect = lower value; strain lacks LuxN and CqsS sensors; 0 = neutral-control median; in the data active means activity change below about -75%, passing the limit was not always enough;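 further: luminescence divided by OD600 gain over 9 h not by final OD600 alone; inactives centre near 13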
HSP90 refold inh – HSP90 inhibitors, primary screen, cell lysate, luminescence. 290,000 tested, 0.91% active. Rabbit reticulocyte lysate, luciferase refolding luminescence, 3 h. AID 1789, 2009. Heat shock protein HSP 90 (rabbit reticulocyte lysate; luciferase refolding). inhibition, % at 5.6 µM;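 active means inhibition above the screen-wide mean plus 3 SD, computed separately per campaign, cut at about 16% in these data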;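 further: 0% = DMSO wells and 100% = 60 µM geldanamycin wells; inhibitors lower the luminescence because luciferase stays unfolded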
HIF activator – HIF pathway transcriptional activators, primary screen, cell-based, U2OS HRE-luciferase, luminescence | activation, % at 7.5 µM (by protocol) | U2OS HRE-luciferase reporter; normalized: DMSO 0%, desferrioxamine 100% | AID 1910, 2009 | 300,000 tested, 0.32% active;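 active means mean activation of at least 10% of the iron chelator positive control signal, with at least half of replicates also reaching 10%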
IEC-6 cytotox – cytotoxicity in IEC-6 intestinal epithelial cells, primary screen, cytotoxicity control for KLF5 inhibitor project, cell-based, luminescence; IEC-6 cytotoxicity, luminescence viability; inhibition, % at 5 µM; 290,000 tested, 0.78% active; in the data active means inhibition above about 22%;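 further: 0% = plate median of test compound wells and 100% = cytotoxic reference compound wells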
HSF-1 act – HSF-1 activators, primary screen, NIH3T3-HGL cells, MG132 stress, luminescence, single point | NIH3T3-HGL HSF-1 luciferase reporter, 8 h; 100% = twice DMSO control signal | activation, % at 9 µM | 300,000 tested, 1.7% active;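 active means mean replicate activation of at least 50% with a set share of replicates each reaching 50%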;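 further: 0% = median of the neutral control wells and 100% = twice that signal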
HSF1 inh – HSF1 inhibitors in luciferase reporter cells, primary screen, cell-based, NIH3T3, luminescence; NIH3T3-HGL HSE-luciferase, MG132-induced, luminescence 8 h; stronger effect = lower value; activity change, negative = inhibition, % at 7.5 µM (by protocol); 300,000 tested, 0.77% active;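 active means more than half of replicate wells show activity change below -50%, luminescence cut by over half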;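 further: luciferase reports HSF-1 transcriptional activity via heat shock element; 0% = median of DMSO wells and -100% = zero luminescence signal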
aSyn UTR inh – MLPCN primary screen, SNCA 5' untranslated region; inhibition, % (tested at 7.5 µM); alpha-synuclein 5'UTR reporter, inhibitor activity; 300,000 tested, 0.82% active; in the data active means inhibition above about 60%;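 further: H4 neuroglioblastoma cells stably carrying SNCA 5'UTR luciferase fusion; 0% = DMSO wells and 100% = positive control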
SKKanGAS inh – S. pyogenes SKKanGAS growth inhibitors in kanamycin, primary screen, streptokinase expression inhibitor project, SKKanGAS strain, BacTiter-Glo luminescence | 6 h | inhibition, % at 7.5 µM | 300,000 tested, 1.3% active | AID 1662, 2009;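 active means mean replicate score, as percent of positive control median, at least 50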;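 further: strain carries kanamycin resistance gene driven by streptokinase promoter and grows in 40 µg/ml kanamycin; loss of luminescence reflects streptokinase promoter inhibition or plain growth inhibition; 0% = median of DMSO wells and 100% = positive control at its reference dose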
An asterisk follows results filed as active; x = no result given.

SMILES	KLF5 inh	Platelet DG rel	AI-2 QS mod	HSP90 refold inh	HIF activator	IEC-6 cytotox	HSF-1 act	HSF1 inh	aSyn UTR inh	SKKanGAS inh
COc1ccccc1N1CCN(S(=O)(=O)c2ccc3c(c2)CC(C)N3C(C)=O)CC1 (configuration not stated)	8.9	-17.6	-0.6	2.4	-0.4	1.3	-9.7	-2.7	23.2	-3.1
O=S(=O)(NCCc1ccc2c(c1)OCCO2)c1cccs1	2.5	1.1	-5.1	5.4	0.0	2.8	-1.8	3.0	-6.3	0.3
COc1cccc2cc(C(=O)C3=C(O)C(=O)N(c4cc(C)on4)C3c3cccs3)oc12 (configuration not stated)	-35.9	-3.6	8.0	0.2	0.5	-2.8	15.3	-1.9	-20.6	23.4
O=C(Cn1cccc1C(=O)c1ccccc1)NCCCN1CCOCC1	-35.4	1.3	18.4	-2.1	0.0	-3.0	-6.6	-10.4	5.8	-7.0
CCCCNC(=O)N1c2ccccc2CC1C (configuration not stated)	-11.3	2.8	8.1	5.2	0.6	-2.8	12.0	1.3	-29.2	-6.5
Cc1c(C(=O)N2CC(C)OC(C)C2)oc2ccccc12 (configuration not stated)	-18.0	2.1	6.6	-1.0	-0.1	-1.3	12.8	-0.5	13.5	-3.3
COC(=O)C1CN(C(=O)C(C)Oc2ccc(F)cc2)c2ccccc2O1 (configuration not stated)	-19.5	2.8	6.4	2.6	0.5	-0.7	12.8	7.9	7.1	2.2
O=C(CNC(=O)C(c1ccccc1)c1ccccc1)N/N=C/c1ccc(O)c([N+](=O)[O-])c1	-7.2	-8.6	8.0	-2.7	-0.3	5.8	-2.5	-0.4	-7.7	11.3
CC(=O)Nc1ccc(N(CC(=O)NCC2CCCO2)C(=O)CCC(=O)Nc2cc(C)on2)cc1 (configuration not stated)	-7.5	1.1	-7.9	2.0	-2.2	-6.7	-7.8	-3.9	-12.9	-1.8
O=c1[nH]nc(N2CCOCC2)c(=O)[nH]1	7.9	0.7	4.8	1.1	-0.2	8.0	4.0	-6.8	-4.0	-0.5
CCn1nc(C)c([N+](=O)[O-])c1C(=O)NNC(=O)c1ccc(Cl)cc1	7.3	x	6.6	3.4	x	2.1	x	x	x	0.2
O=C(CCc1ccccc1)OCCOC(=O)CCc1ccccc1	-10.9	3.1	33.9	-3.3	-0.1	-5.1	-2.9	0.7	22.6	15.0
O=C(O)CN1C(=O)SC(Nc2ccccc2)C1=O (configuration not stated)	-19.7	-2.6	16.9	-4.4	0.5	-5.0	x	x	20.4	-4.8
CCN(CC)S(=O)(=O)c1ccc(NC(=O)C(C)N(c2ccccc2)S(C)(=O)=O)cc1 (configuration not stated)	2.3	-56.4	-33.9	1.6	-0.6	4.9	-10.5	1.5	9.9	-2.2
COc1cccc(C(=O)Oc2c(Br)cc(Br)cc2/C=N/NC(=O)c2cc(C)[nH]n2)c1	50.7	15.6	59.7	1.5	5.4	40.8*	x	x	64.3*	28.1
COc1c(C(=O)Nc2nnc(C3CC3)s2)csc1Cl	-117.4	-14.9	13.8	-1.1	2.0	0.9	-21.7	-7.5	-97.4	-7.6
CCN1CCN(c2ccc(S(=O)(=O)N3CCCCC3)cc2NC(=O)Cc2ccccc2)CC1	x	-7.2	-2.1	x	0.2	x	-6.4	-5.9	-2.8	-14.2
CC1CC(C)CN(CC(=O)Nc2ccc3c(c2)OCCO3)C1 (configuration not stated)	-19.3	2.8	29.9	6.3	3.9	0.6	-10.1	-2.9	-50.4	-2.3
COc1cccc(NC(=O)CCC(=O)NCc2ccco2)c1	-9.7	-9.6	26.4	1.7	-9.1	-3.8	8.5	-4.7	-7.6	0.4
CC(=O)c1ccc(OCc2cc(C(=O)N(C)C(C)c3nccs3)no2)cc1 (configuration not stated)	-32.3	-2.8	15.4	5.3	0.0	3.0	84.5*	46.9	-45.2	-0.6
NS(=O)(=O)c1ccc(CCNC(=O)c2ccc(Cn3c(=O)[nH]c4ccccc4c3=O)cc2)cc1	-14.6	2.4	11.5	9.1	-0.1	-1.8	-3.9	-1.1	20.6	15.0
COc1ccc(-n2nc3cc(C)c(N)cc3n2)cc1Cl	-217.3	-2.4	8.9	-2.0	5.0	2.1	43.8	24.4	-141.9	-6.4
COc1cccc(NC(=O)N2CCc3ccccc3C2)c1	-59.5	-2.3	-7.7	21.0*	1.3	8.7	6.7	11.6	-104.4	-1.8
N#CC1(c2ccccc2)CCC(=O)N1c1ccccc1 (configuration not stated)	-11.8	2.5	28.9	-1.8	-0.4	-2.3	16.3	4.8	-27.6	3.0
Cc1ccc(N2CC(C(=O)NCCN3CCOCC3)CC2=O)cc1 (configuration not stated)	-16.7	18.8	-18.0	-0.2	-0.1	-0.4	5.6	-5.7	2.8	2.1
[N-]=[N+]=CC(=O)CC(c1ccccc1)N1C(=O)c2ccccc2C1=O (configuration not stated)	-4.0	-2.8	6.4	-1.2	0.3	-1.1	-25.8	-5.7	-11.5	-1.1
O=C(CSc1nnc(-c2ccoc2)o1)N1CCOCC1	-21.9	6.7	20.8	0.6	-0.2	-1.4	-7.7	7.2	-11.5	-7.7
CCOC(=O)N1CCC(NC(=O)c2cc(COc3ccc(F)cc3Cl)on2)CC1	-2.0	-10.7	6.2	2.2	0.0	5.4	9.1	-3.7	-3.8	4.0
Cc1cccc(-c2nc(C)cc(=O)[nH]2)c1	16.1	-1.4	16.3	-0.3	-0.1	6.1	-6.7	-5.7	3.9	-3.5
COC(=O)CSc1nnc(-c2c[nH]c3ccccc23)o1	-4.1	0.7	17.4	-0.5	2.0	-1.4	-6.4	-7.9	9.2	-5.0
Cc1nn(Cc2cccc(C(=O)O)c2)c(C)c1[N+](=O)[O-]	-11.5	-2.2	4.8	10.5	0.0	4.9	-2.1	-1.2	13.9	-8.5
COc1cccc(NC(=O)N2C3CCCC2CC(NC(C)=O)C3)c1 (configuration not stated)	-41.1	0.1	28.3	-0.4	-0.5	-2.0	-4.4	-1.9	-5.8	-6.1
Cc1ccc(-c2csc(NC(=O)CSc3nc(C)cc(=O)[nH]3)n2)cc1	-46.4	10.3	21.3	2.3	1.3	6.7	9.1	8.5	-114.7	23.4
N#Cc1ccncc1S(=O)c1ccc(Cl)cc1 (configuration not stated)	9.6	11.3	-10.1	3.5	-0.7	8.5	-19.6	3.2	-30.9	2.9
CC1(C)C(C=C(Cl)Cl)C1C(=O)N1CCN(c2ccccc2)CC1 (configuration not stated)	-7.1	-6.8	15.3	0.4	-0.3	-2.9	-2.0	-8.7	33.1	-18.2
CCOC(=O)CC1(C)SC(NC(C)=O)=NN1C(C)=O (configuration not stated)	-1.9	-0.8	-3.4	4.5	0.1	0.3	-4.1	0.0	-13.6	-3.4
Cc1ccc(C(=O)NCC(=O)OCC(=O)NCC(F)(F)F)cc1	-11.6	8.8	5.1	4.5	-1.1	9.3	40.0	15.9	-3.8	1.3
O=C(NCc1cccnc1)c1ccccc1Br	-11.5	-1.9	14.3	0.4	x	2.2	x	x	x	4.3
O=C(NS(=O)(=O)c1ccccc1)c1ccccc1F	20.4	14.5	27.2	0.0	-1.1	8.0	8.5	-2.3	8.1	-4.7
CCCCC(CCC(=O)NNC(=O)Cc1ccccc1)C(=O)O (configuration not stated)	36.7	-5.5	12.9	5.0	-0.6	4.9	10.2	2.7	12.0	-10.1
CCCc1[nH]n(-c2ccc([N+](=O)[O-])cc2)c(=O)c1C=NCCN1CCNCC1	-28.7	1.2	5.0	1.5	0.9	-6.2	24.5	12.2	-25.1	7.2
CCCCn1c(SCC(=O)Nc2ccc3c(c2)OCO3)nc2c1c(=O)n(C)c(=O)n2C	-30.2	10.5	9.3	1.5	-0.3	2.2	33.8	10.2	19.6	8.7
CC1CCCCN1C(=O)CCNC(=O)Cn1cnc2ccccc2c1=O (configuration not stated)	-9.6	1.2	14.1	2.4	-0.2	-5.6	-3.9	-7.6	1.7	6.7
COC(=O)CCCC1=CC2=CC(=O)C(C)(OC(=O)c3cccs3)C(=O)C2=CN1CCc1ccccn1 (configuration not stated)	x	-2.3	-6.1	x	-0.1	x	-12.3	-3.0	7.8	-0.1
Cn1ccnc1SCC(=O)Nc1cccc(O)c1	-14.8	-4.7	1.3	0.3	0.1	-3.6	5.4	-8.1	-7.4	0.8

Individual results from the results shown:
HSF-1 act with Cn1ccnc1SCC(=O)Nc1cccc(O)c1 reads 5.4
HSF1 inh with COC(=O)CCCC1=CC2=CC(=O)C(C)(OC(=O)c3cccs3)C(=O)C2=CN1CCc1ccccn1 (configuration not stated) reads -3.0

Carrying on.
SMILES	KLF5 inh	Platelet DG rel	AI-2 QS mod	HSP90 refold inh	HIF activator	IEC-6 cytotox	HSF-1 act	HSF1 inh	aSyn UTR inh	SKKanGAS inh
CCN1C(=O)/C(=C\c2cccn2-c2ccc([N+](=O)[O-])cc2)N(CC)C1=S	10.7	4.5	19.4	-1.6	-0.6	-5.1	-3.4	-7.1	29.1	-2.8
COCC(=O)N1CCC(n2nnc3cc(F)ccc32)CC1	-21.3	-0.2	17.8	-1.0	-0.1	0.0	4.8	-1.6	-15.3	-3.1
N#Cc1ccsc1NC(=O)C1CC(=O)N(Cc2ccccc2)C1 (configuration not stated)	x	1.0	17.0	x	-0.4	x	-0.8	1.2	6.8	-7.2
COC(=O)c1ccc(NC(=O)CSc2nnc(COc3ccccc3)n2C)cc1	-15.4	-0.8	10.4	-2.1	0.2	4.0	-1.2	2.9	5.4	0.0
Cc1cccc(C)c1N(CC(=O)NN=C1CCCCCC1)S(C)(=O)=O	-21.0	6.6	-2.0	3.5	-0.2	5.4	-5.4	0.7	-12.9	6.3
CC(C)Nc1ncnc2c1cnn2Cc1ccc(Cl)cc1	-12.7	-6.4	43.0	1.7	0.4	7.5	-10.7	0.9	8.8	-0.8
CCn1c(SCC(=O)N/N=C(\C)c2ccco2)nnc1-c1ccccc1	-35.8	-4.5	3.2	-2.3	0.2	2.5	-0.6	0.2	18.7	2.5
O=C(Cc1ccc(S(=O)(=O)N2CCOCC2)s1)N1CCN(c2cccc(C(F)(F)F)c2)CC1	-4.2	-7.1	13.0	-2.4	0.3	-0.5	20.1	7.3	20.9	-2.9
Cc1nnc(SC(C)C(=O)Nc2ccc(S(=O)(=O)NC3CCCCC3)cc2)s1 (configuration not stated)	12.7	7.6	4.5	10.1	-0.9	8.7	-3.8	1.2	0.7	0.6
CC1CCCCC1NC(=O)CNC(=O)c1ccco1 (configuration not stated)	x	1.7	16.2	x	-11.7	x	-3.1	-2.1	1.2	2.5
C/C(CC(=O)Nc1ccc(F)cc1F)=N\NC(=O)C(=O)N1CCCCC1	-62.6	3.8	2.1	5.7	0.9	2.5	29.4	17.0	-68.3	-3.1
